hcGAS inh – human cGAS inhibition; Q8N884; recombinant h-cGAS, ATP depletion, Kinase-Glo luminescence; inhibition, % at 12.5 µM; actives 0.081% (n = 290,000); AID 1259398;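 further: 0% = vehicle reaction and 100% = reaction without DNA for no activity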
Target sequence (Q8N884 whole entry, looked up): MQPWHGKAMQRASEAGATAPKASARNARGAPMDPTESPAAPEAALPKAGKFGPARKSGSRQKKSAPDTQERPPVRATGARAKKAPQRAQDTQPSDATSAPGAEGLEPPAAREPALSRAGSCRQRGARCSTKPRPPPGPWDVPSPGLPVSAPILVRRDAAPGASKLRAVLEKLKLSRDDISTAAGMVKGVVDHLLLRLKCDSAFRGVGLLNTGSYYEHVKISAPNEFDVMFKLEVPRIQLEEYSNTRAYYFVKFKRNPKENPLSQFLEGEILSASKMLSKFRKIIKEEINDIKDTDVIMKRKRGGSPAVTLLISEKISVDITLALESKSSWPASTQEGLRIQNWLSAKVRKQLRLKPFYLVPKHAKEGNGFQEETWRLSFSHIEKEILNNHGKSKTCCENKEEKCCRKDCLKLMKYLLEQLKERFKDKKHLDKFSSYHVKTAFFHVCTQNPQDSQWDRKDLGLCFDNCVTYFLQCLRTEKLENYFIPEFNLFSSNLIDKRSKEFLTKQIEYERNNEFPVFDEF
NPYLR7 ag – activates Aedes aegypti NPYLR7 receptor. AID 1259423. HEK293T NPYLR7/Galpha15, GCaMP6s calcium fluorescence. activation, % at 10 µM. actives 0.15% (n = 270,000); in the data active means activation above about 40%;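 further: 0% = vehicle and 100% = reference agonist at the receptor; some compounds past the cut are filed as inactive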
mcGAS inh – inhibitors of mouse cGAS. AID 1259399. recombinant cGAS, Kinase-Glo ATP depletion luminescence. Q8C6L5. inhibition, % at 12.5 µM. actives 0.15% (n = 160,000);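 further: 0% = negative control wells and 100% = reference inhibitor with no enzyme activity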
The depositor's hits bear a star; x = not tested or not shown; & = joins results of further samples. Unless noted, no stated cut-off is given here; in the data, active means inhibition above about 40%; inactive means the rest.

SMILES | hcGAS inh | NPYLR7 ag | mcGAS inh
COc1ccccc1C(NC(=O)C1CCN(CCCOc2ccccc2)CC1)c1ccccn1 (centres undefined) | -4 | 5 | -3
C=C(C)COc1ccccc1C(=O)N1CCC[C@H]1COC | 0 | 2 | -15
O=C(CSc1nc(=O)n(CCCO)c2c1CCC2)Nc1nccs1 | -2 | -16 | -4
COCc1ccc(CNC(=O)c2cc(F)cc(Br)c2)cc1 | -10 | 2 | x
COCCNC(=O)C1(C)CCCN(Cc2csc(-c3ccc(Cl)cc3)n2)C1 (centres undefined) | 0 | 3 | -1
CSc1ccccc1N1C(=O)CN(Cc2cccn2-c2ccccn2)CC1C (centres undefined) | -2 | -1 | -23
Cn1c(=O)[nH]c(=O)c2c1nc(N1CCN(Cc3ccc(F)cc3)CC1)n2CCCc1ccccc1 | -5 | 1 | x
COc1cc(NC(=O)CCC2CCCN(C(=O)c3scnc3C)C2)cc(OC)c1 (centres undefined) | -10 | 2 | x
O=C(CN(Cc1ccco1)C1CCS(=O)(=O)C1)Nc1ccccc1I (centres undefined) | -5 | 5 | x
CN(Cc1ncc[nH]1)C1CCN(C(=O)c2ccccc2)CC1 | -9 | x | -9
CN(Cc1ccccc1)c1cccc(-n2ccnc2)n1 | -5 | 5 | x
CC1CC(C)CN(c2nc3c(c(=O)[nH]c(=O)n3C)n2CCCSc2nc3ccccc3o2)C1 (centres undefined) | -4 | 0 | x
CCN1CC(C(=O)NCCc2ccc(OC(F)(F)F)cc2)CC1=O (centres undefined) | -4 | -1 | -8
Cc1ccc(C(=O)NCCC(=O)N2CCN3C(=O)CNC(=O)C3C2)cc1 (centres undefined) | -5 | 5 | x
OCC1(CCc2ccccc2)CCCN(Cc2cccn2-c2cccnc2)C1 (centres undefined) | -9 | 21 | -11

Reprinted from the listing, six compounds:
SMILES | hcGAS inh | NPYLR7 ag | mcGAS inh
CN(Cc1ncc[nH]1)C1CCN(C(=O)c2ccccc2)CC1 | -9 | x | -9
CN(Cc1ccccc1)c1cccc(-n2ccnc2)n1 | -5 | 5 | x
CC1CC(C)CN(c2nc3c(c(=O)[nH]c(=O)n3C)n2CCCSc2nc3ccccc3o2)C1 (centres undefined) | -4 | 0 | x
CCN1CC(C(=O)NCCc2ccc(OC(F)(F)F)cc2)CC1=O (centres undefined) | -4 | -1 | -8
Cc1ccc(C(=O)NCCC(=O)N2CCN3C(=O)CNC(=O)C3C2)cc1 (centres undefined) | -5 | 5 | x
OCC1(CCc2ccccc2)CCCN(Cc2cccn2-c2cccnc2)C1 (centres undefined) | -9 | 21 | -11

Remaining list, next part:
SMILES | hcGAS inh | NPYLR7 ag | mcGAS inh
O=[N+]([O-])c1c(N2CCOCC2)n[nH]c1-c1nnco1 | 0 | 4 | x
Cc1c(C(=O)CSc2nccc(=O)[nH]2)c2ccccc2n1C | -7 | 9 | x
COc1ccc(OC)c(CNC(=O)c2sc3ccccc3c2Cl)c1 | 6 | 3 | 2
COc1ccc(-c2nnc(SCc3ccccc3F)n2-c2ccccc2C)cc1 | -2 | x | -3
COC(=O)c1ccc(COn2c(=O)c(-c3ccc(C)cc3)[n+]([O-])c3ccccc32)cc1 | -2 | -6 | x
Cc1cccc(N2C(=O)C3C(C2=O)C2C=CC3C23CC3)c1 (centres undefined) | -7 | 6 | -6
CCN1CCN(c2c(CN(CCCOC)S(=O)(=O)c3ccc(Br)cc3)c(C)nn2-c2ccccc2)CC1 | -6 | -1 | -5
Cc1cnccc1-n1nc(-c2ccccc2)nc1C1CCNC1 (centres undefined) | -8 | x | -11
CC(C)NC(=O)C12CC3CCC(CC(C3)C1)C2 | -8 | 6 | x
COCCN(Cc1cccc(OS(=O)(=O)c2ccc(F)cc2)c1)S(=O)(=O)c1ccc(OC)cc1 | -11 | -2 | -5
CSc1ncc(C(=O)N2CCN(S(=O)(=O)c3ccc(F)cc3F)CC2)n1-c1ccccc1 | -6 | 5 | -6
CCCCCCCCCCCC(=O)N(CCCC)Cc1ccc(OS(C)(=O)=O)cc1 | -6 | x | -3
CCOC(=O)c1ccc2c(c1)nc(SCc1c(F)c(F)c(OC)c(F)c1F)n2Cc1ccco1 | -3 | 1 | -7
CC1(C(=O)Nc2ccc(Cl)c(Cl)c2)CCN1CCc1ccccc1 (centres undefined) | -14 | 6 | x
CCS(=O)(=O)c1ccc(NCC(=O)Nc2ccc(C)cc2Cl)cc1 | -6 | -2 | -8
O=C(N=Nc1c(O)n(CN2CCCCC2)c2ccccc12)c1ccc(Cl)cc1Cl | -11 | 4 | -5
Fc1ccc(C(CNC(=S)NC2CC3CCC2C3)N2CCOCC2)cc1 (centres undefined) | 0 | -2 | x
CCc1nc2c(OCc3ccc(F)cc3)cccn2c1N(C)C(=O)c1cccs1 | -3 | 9 | -2
COCCCn1c(=NC(=O)c2ccco2)c(C#N)cc2c(=O)n3cccc(C)c3nc21 | -5 | 3 | -7
O=C1C=CC2C3C(=O)N(c4ccccc4)C(=O)C3C1N2c1ccccc1 (centres undefined) | 6 | -4 | x
Cc1nnnn1CCCN1CCOC(c2ccc(Cl)c(Cl)c2)C1 (centres undefined) | 0 | x | -13
Cc1ccc(C2(O)CCN(C(=O)CN3CCOC3=O)CC2)nc1 | 0 | 1 | -16
CCCCN(CC(=O)N1c2ccccc2-n2cccc2C1c1ccc(OC)cc1)C(=O)Nc1ccc(C)c(C)c1 (centres undefined) | -1 | 4 | 1
Cc1cc(C)n(-c2nc(NC(C)C)nc(NC(C)(C)C)n2)n1 | -2 | -6 | x
COc1ccccc1Cn1c(C(=O)N2CCN(C/C=C/c3ccccc3)CC2)cc2ccsc21 | -10 | -1 | -4
O=C(NC(c1ccc(-c2ccccc2)cc1)c1cnccn1)C1CCN(Cc2cccnc2)CC1 (centres undefined) | 3 | -14 | 0
O=S(=O)(c1cc(F)c(F)cc1F)N1CCN(c2nccc(-c3ccc(N4CCOCC4)cc3)n2)CC1 | -3 | -4 | -6
CCOC(=O)C1CCCN(c2cc(Oc3cccc(F)c3)ncn2)C1 (centres undefined) | -7 | 18 | -8
CCc1cc(-c2ccc(C(=O)N(C)C)cc2)nc(N2CCCC2)n1 | 0 | -5 | x
Cc1cnc(NC(C)CCn2cccn2)nc1N(C)C (centres undefined) | -1 | 0 | x

Rewritten as labelled records: 2 of the compounds above.
O=C(NC(c1ccc(-c2ccccc2)cc1)c1cnccn1)C1CCN(Cc2cccnc2)CC1 (centres undefined)
- hcGAS inh: 3
- NPYLR7 ag: -14
- mcGAS inh: 0
CCc1nc2c(OCc3ccc(F)cc3)cccn2c1N(C)C(=O)c1cccs1
- hcGAS inh: -3
- NPYLR7 ag: 9
- mcGAS inh: -2

(next part)
SMILES | hcGAS inh | NPYLR7 ag | mcGAS inh
COCCCN(Cc1csc(COc2c(OC)cccc2OC)n1)C(=O)c1ccc(Cl)cc1 | -3 | -2 | -5
CCOC(=O)C1CCN(C(=O)c2cc3n(n2)CCN(Cc2cccc(OC)c2)C3=O)CC1 | 1 | 2 | -5
Cc1nc(C2CCN(Cc3ccc(C(F)(F)F)cc3)CC2)n[nH]1 | -5 | 3 | x
C#CC1(OCC(O)CN2CCCC(C)C2)CCCCC1 (centres undefined) | -3 | 0 | -9
CCCNC(=O)Cn1nc(C2CC2)c2cnn(-c3cccc(Cl)c3)c2c1=O | -7 | 8 | x
O=C(c1ccc2[nH]c3c(c2c1)CCCC3)N1Cc2cnn(CCO)c2C1 | -2 | -3 | x
COCCNC(=O)c1ccc(CSc2nnc(-c3ccccc3Cl)n2-c2cccc(C)c2)cc1 | -9 | 0 | -4
COCc1cc(C)nc(N/N=C\c2cccc(OCc3cccc4ccccc34)c2)c1C#N | -3 | 0 | -5
Cc1nnc(-c2nn(-c3ccc(C(=O)N4CCSCC4)cc3)c(C)c2Cl)o1 | -2 | x | -3
CC1(C)Cc2nc(C(C)(C)C)ncc2C(NC(=O)C2(C(N)=O)CC2)C1 (centres undefined) | -6 | -3 | x
O=C(O)CCn1c(Cc2ccccc2)n[nH]c1=O | -6 | 11 | x
CN(c1ccccc1)N1CC(C(=O)Nc2cccc3c2CCCC3)CC1=O (centres undefined) | 3 | -14 | 2
O=C([C@H]1Cc2ccccc2CN1)N1C[C@H]2C[C@H](C1)[C@@H]1CCCC(=O)N1C2 | -4 | 1 | 3
COc1ccc2c(c1)C(C(=O)N1CCN(CC(=O)O)CC1)=CC(C)(C)O2 | 1 | 2 | 0
CC(C)CN(CC(=O)Nc1cc(-c2ccccc2)nn1-c1ccc(F)cc1)C(=O)/C=C/c1ccccc1 | -11 | 6 | -5
Cc1ccc(S(=O)(=O)N2CCN(C(=O)NCCc3ccccc3)CC2)c(C)c1 | 3 | -1 | x
CCc1nc2ccc(C(=O)NCCN(C)C)cn2c1N(CC)Cc1ccc(OC)c(OC)c1 | -3 | 9 | -5
CC1c2cc3c(cc2C2(CCCC2)CN1CC(O)COc1ccc(C#N)cc1)OCCO3 (centres undefined) | -7 | -1 | x
COc1cc(/C=C/C(=O)N2CC(Oc3ccccc3)C2)cc(OC)c1 | -6 | 3 | -9
CCN(CC)C(Cn1c(=S)[nH]c2ccccc2c1=O)c1cccc(OC)c1 (centres undefined) | -6 | 2 | x
Cc1nccc(-c2cccc(-n3cnnc3)c2)n1 | -7 | 2 | x
CCCCn1c(C)c(C)[nH]c1=S | -5 | 1 | -8
O=C(Cc1ccc2c(c1)OCO2)N1CCC(n2c(-c3ccccc3)nc3ccc(F)cc32)CC1 | -6 | 5 | -9
CC(C)COCC(O)CN(Cc1nc2scc(-c3ccccc3Cl)c2c(=O)[nH]1)Cc1ccco1 (centres undefined) | 5 | -3 | x
NC(=O)N1CCCC1C(=O)NCc1ccc2[nH]c3c(c2c1)CCCCCC3 (centres undefined) | 3 | 3 | -11
COCc1ncc(C)n1C1CCCNC1 (centres undefined) | -11 | x | -5
NS(=O)(=O)c1ccc(NC(=O)CSc2nnc3scc(-c4ccccc4)n23)cc1 | -3 | 6 | -8
CCCc1[nH]n(-c2ccc(Cl)c(Cl)c2)c(=O)c1C1=C([n+]2ccc(C)cc2)C(=O)N(C(C)C)C1=O | -30 | 12 | -16
Cc1cccc(-n2nnnc2SCC(=O)N2CCCCC2C)c1C (centres undefined) | -5 | -10 | x
CC(CNC(=O)C1CC(=O)N(C)C1)N1CCc2ccccc21 (centres undefined) | -17 | 1 | x
CSc1ccc(C2c3[nH]c4ccccc4c3CCN2C(=O)c2cc(C)n(C)n2)cc1 (centres undefined) | -8 | 4 | x
Cc1cc(S(=O)(=O)NCC(=O)N2CCn3cncc3C2)ccc1F | -3 | x | -11
Cc1nc(SCC(=O)c2ccccc2)c2oc3ccccc3c2n1 | 3 | 5 | -2
Cc1ccccc1CSc1nc(Oc2ccc3c(c2)OCO3)cc(C(F)(F)F)n1 | -3 | 0 | -3
CC(C)(C)c1ccc(CC(=O)N2CCC2(C)C(=O)NCCC#N)cc1 (centres undefined) | -3 | 6 | x
COc1cc([N+](=O)[O-])cc2sc(NC(=O)C3CCCCC3)nc12 | 2 | -13 | 2
CC(C)n1cc(CN2CCN(Cc3ccccc3F)C(CCO)C2)cn1 (centres undefined) | -7 | 2 | x
COc1nn(Cc2ccc(Cl)c(Cl)c2)cc1[N+](=O)[O-] | -3 | 0 | -7
Cc1csc(SCc2cc(=O)c(OC(=O)c3ccc(S(=O)(=O)N(C)C)cc3)co2)n1 | -3 | -5 | 0
Cc1ccc([N+](=O)[O-])cc1-c1ccc(C=C2C(=O)N(c3ccccc3)C(=S)N(c3ccccc3)C2=O)o1 | -6 | -2 | -2
O=C(C1CCC1)N1CCCN(Cc2cccc(Cn3cccn3)c2)CC1 | -10 | 19 | x
CCc1nn2c(nnc3c(=O)n(-c4cccc(Cl)c4)ccc32)c1-c1ccc(OC)cc1 | -7 | -1 | x
Cc1ccc(NC2SC(=O)N(c3ccc(C)cc3)C2=O)cc1 (centres undefined) | -2 | -5 | -4
CC(C)c1ccccc1NC(=O)c1cc2ccccc2oc1=O | -1 | 0 | 0
COc1cc(C(=O)NS(=O)(=O)c2ccc(C#N)cc2)ccc1C | -9 | 1 | x
COCCn1c(N2CCC(C)CC2)nc2c1c(=O)n(C)c(=O)n2C | -5 | -7 | x
COc1cccc(Cc2c(C)nc(C)nc2N2CCN(C(=O)c3ccc(Cl)cc3)CC2)c1 | -4 | 2 | -4
CNC(=O)COc1ccccc1-c1ccc(-n2cccn2)cc1 | -5 | 11 | x
Clc1ccc2oc(SCc3csc(Cc4ccc(Cl)c(Cl)c4)n3)nc2c1 | -8 | 1 | -6
CSc1nc(N2CCOCC2)c2cnn(CCNC(=O)c3cccc(F)c3)c2n1 | 19 | 6 | -1
O=C1c2ccccc2S(=O)(=O)N1Cc1ccc(Br)cc1 | -12 | 33 | x
CC(=O)C1=C(O)CC(c2ccccc2)SC1=Nc1ccccc1 (centres undefined) | -6 | 4 | x
Cc1nn(CC(=O)Nc2ccc(C(F)(F)F)cn2)c(C)c1[N+](=O)[O-] | -6 | -3 | -4
CCOC(=O)c1cnn(-c2cccc(NC(=O)C(CC(C)C)N3C(=O)C4CC=CCC4C3=O)c2)c1C (centres undefined) | -12 | 22 | x
Cc1cccn2c(NC(C)(C)C)c(-c3ccccc3F)nc12 | 6&-6 | -11&4 | -9
CC(=O)NCc1ccc(S(=O)(=O)N2CC(C)CC(C)C2)s1 (centres undefined) | -10 | 1 | x
CC(C)Oc1cccc(C(C)NC(=O)c2ccc(=O)n(-c3ccc(F)cc3)n2)c1 (centres undefined) | -1 | 3 | -5
COC(=O)c1ccc(-c2nc(CN3CCCC3c3nonc3C)c(C)o2)cc1 (centres undefined) | 0 | 0 | x
CCCc1noc(-c2ccc(-n3ncc(C(=O)N4CCSCC4)c3C)nc2)n1 | 4 | -8 | x
